HePTP inhibitor – human HePTP phosphatase inhibition. P35236. recombinant HePTP phosphatase activity, OD absorbance. inhibition, % at 20 µM. hit rate 0.64% among 110,000. AID 521; in the data active = inhibition above about 50%;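 also: plate controls were vehicle for no effect and reference inhibitor for full effect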
Target sequence (P35236 whole entry, looked up): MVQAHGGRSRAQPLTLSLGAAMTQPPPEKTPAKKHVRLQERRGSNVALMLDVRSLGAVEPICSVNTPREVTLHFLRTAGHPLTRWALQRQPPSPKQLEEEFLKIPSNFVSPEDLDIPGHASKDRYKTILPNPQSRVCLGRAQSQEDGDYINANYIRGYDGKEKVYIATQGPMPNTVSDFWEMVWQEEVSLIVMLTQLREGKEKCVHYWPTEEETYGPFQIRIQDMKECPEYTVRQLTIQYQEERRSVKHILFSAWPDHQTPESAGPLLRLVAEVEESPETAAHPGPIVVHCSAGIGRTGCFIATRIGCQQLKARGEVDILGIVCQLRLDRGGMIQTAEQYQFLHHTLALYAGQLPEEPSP
BAP1 inh – blocks human BAP1 ubiquitin-AMC hydrolysis; hit rate 0.48% among 72,000; activity remaining (% of control), % at 20 µM; Q92560; recombinant BAP1, Ub-AMC hydrolysis fluorescence kinetic; hits give low values;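 active = activity remaining at or below 50% of control, provided the compound also passes the data quality filters; inactive = the rest, including low values that fail the filters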;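 also: 100% = DMSO wells rate and 0% = substrate alone blank rate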
Target sequence (Q92560 whole entry, looked up): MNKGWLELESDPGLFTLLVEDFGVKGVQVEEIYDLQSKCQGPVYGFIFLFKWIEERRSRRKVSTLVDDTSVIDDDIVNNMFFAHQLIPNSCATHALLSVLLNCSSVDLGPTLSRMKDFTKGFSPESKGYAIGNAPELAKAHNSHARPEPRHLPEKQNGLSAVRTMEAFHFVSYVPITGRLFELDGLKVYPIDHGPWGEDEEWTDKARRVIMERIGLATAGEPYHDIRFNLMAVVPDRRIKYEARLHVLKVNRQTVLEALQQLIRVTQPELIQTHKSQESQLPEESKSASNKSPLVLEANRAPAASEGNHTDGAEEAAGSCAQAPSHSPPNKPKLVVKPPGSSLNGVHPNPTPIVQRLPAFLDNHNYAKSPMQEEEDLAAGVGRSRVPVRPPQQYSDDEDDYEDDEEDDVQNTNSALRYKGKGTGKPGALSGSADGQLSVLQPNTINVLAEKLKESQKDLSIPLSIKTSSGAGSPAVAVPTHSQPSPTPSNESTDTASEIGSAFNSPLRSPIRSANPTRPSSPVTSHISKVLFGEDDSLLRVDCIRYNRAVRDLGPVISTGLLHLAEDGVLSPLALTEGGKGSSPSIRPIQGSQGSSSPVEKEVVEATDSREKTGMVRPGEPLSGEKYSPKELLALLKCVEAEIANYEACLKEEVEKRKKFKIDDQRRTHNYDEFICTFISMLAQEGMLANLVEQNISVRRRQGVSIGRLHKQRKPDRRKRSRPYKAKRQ
Active calls of the source: *; . = not tested or not shown; & = joins results of further samples.

Molecule,HePTP inhibitor,BAP1 inh
CCOC(=O)N1CCN(C(=O)c2cn(CC)c3ccc(S(=O)(=O)N4CCCC4)cc3c2=O)CC1,1.0,66.4
Cc1ccc2oc(=O)c3cnn(CC(=O)N4CCCCCC4)c3c2c1,1.6,103.9
COC(=O)c1ccc(Cn2nnc3ccccc3c2=O)o1,6.7,98.6
C=CCNC(=S)NC(=O)/C=C/c1ccccc1,9.0,.
Cc1c(NC(=O)c2noc3c2CCc2ccccc2-3)c(=O)n(-c2ccccc2)n1C,10.9,95.6
O=C(CSc1nnc(-c2ccco2)n1CC1CCCO1)N1CCCCC1 (stereo not drawn),10.3,106.2
O=C1Nc2ccccc2C12Nc1ccccc1S2 (stereo not drawn),10.8,86.3
COc1cc(NC(=O)CN2C(=O)NC(C)(CC(C)C)C2=O)cc(OC)c1 (stereo not drawn),9.6,122.6
CCCCOC(=O)c1cccc(NC(=O)CC)c1,0.6,91.0
COc1cccc(-c2cc(C(F)(F)F)nc(N3CCN(c4ccccc4)CC3)n2)c1,6.5,.
Cc1cc(NC(=O)c2ccc(-c3cccc([N+](=O)[O-])c3)o2)ccc1NC(=O)c1ccco1,-0.6,.
O=C(NCC1CCCO1)c1ccc2nc(N3CCCCC3)sc2c1 (stereo not drawn),4.7,94.2
CCCOc1ccc(N2CC(C(=O)Nc3ccccc3F)CC2=O)cc1 (stereo not drawn),-3.6,98.1
COc1ccc(-n2nnnc2SCC(=O)c2ccc(O)c(O)c2)cc1,4.5,70.2
Cc1nn(CC(=O)Nc2ccc(C(=O)N(C)C)cc2)c(=O)c2ccccc12,12.4,88.0
Brc1ccc(-c2noc(-c3ccc(-c4ccccc4)cc3)n2)cc1,0.2,.
CCOC(=O)N1CCN(C(=O)c2cn(C)c(=O)c3c2c2ccccc2n3C)CC1,-4.1,.
O=C1Nc2ccc(Br)cc2C(c2ccccc2Cl)=N/C1=C/c1ccoc1,6.6,.
CCc1nnc2c3cnn(-c4ccccc4)c3ncn12,9.0,98.3
CN1CC(=O)N(CC(=O)Nc2ccc(Cl)c(C(F)(F)F)c2)C1=O,3.7,61.8
COCCOC(=O)C1=C(C)NC2=C(C(=O)CCC2)C1c1ccccc1Br (stereo not drawn),.,329.8
CCOS(=O)(=O)/C=C/c1ccccc1,6.3,.
COc1cc(OC)cc(C(=O)Nc2ccc(C)c(C)c2)c1,8.5,.
Cc1cc(NC(=O)c2ccc(C(=O)Nc3cc(C)c(O)c(C)c3)cc2)cc(C)c1O,7.4,.
Cc1ccc(C(C(=O)NCc2ccc(F)cc2)N(C(=O)c2csnn2)C2CC2)o1 (stereo not drawn),-4.2,96.4
Cc1cc(C)c2c(=O)[nH]c(=O)n(Cc3ccccc3)c2n1,4.1,99.7
COC(=O)c1ccc(NC(=S)NC(=O)c2ccc(OC)cc2)cc1,-0.1,.
COc1ccc(C(=O)N2CCN(c3c(C)cccc3C)CC2)cc1OC,2.8,103.5
CCc1nnc(NS(=O)(=O)c2ccc(NC(=O)c3ccccc3)cc2)s1,.,66.0
CCOc1ccc(C(O)Cc2nc3ccccc3n2C)cc1 (stereo not drawn),2.2,.

Filtered by structure, the entries above with bromine (3)
Molecule,HePTP inhibitor,BAP1 inh
Brc1ccc(-c2noc(-c3ccc(-c4ccccc4)cc3)n2)cc1,0.2,.
O=C1Nc2ccc(Br)cc2C(c2ccccc2Cl)=N/C1=C/c1ccoc1,6.6,.
COCCOC(=O)C1=C(C)NC2=C(C(=O)CCC2)C1c1ccccc1Br (stereo not drawn),.,329.8

New compounds follow.
Molecule,HePTP inhibitor,BAP1 inh
O=C(Nc1ccc(N2CCOCC2)c(Cl)c1)c1ccco1,-3.0,88.5
CC(=O)N1CC2(C)CN(C(C)=O)CC(C)(C1)C2,2.4,62.7
CC(=O)Nc1ccc(S(=O)(=O)N2CCN(c3cc(C)ccc3C)CC2)cc1,0.3,85.1
Cc1ccc(C(=O)Nc2ccc(Cl)cc2)cc1S(=O)(=O)N1CCOCC1,.,107.0
Cc1nn(-c2ccccc2)c(C)c1NC(=O)Cc1cccs1,5.6,98.2
CC(=O)Nc1ccc(S(=O)(=O)n2cnc3cc(C)c(C)cc32)cc1,-1.0,96.2
O=C(NCc1ccc2c(c1)OCO2)c1c(O)c2cccc3c2n(c1=O)CCC3,2.5,132.0
CCc1c(C)nc2cc(-c3ccc(OC)c(OC)c3)nn2c1N1CCCC1,2.8,.
O=C(CCn1c(=O)c2ccccc2n(Cc2cc(=O)n3ccccc3n2)c1=O)NCc1ccco1,3.6,.
N#Cc1nc(COc2ccc(-c3ccccc3)cc2)oc1NCCCN1CCOCC1,10.1,112.6
c1ccc(-c2nnc(-c3ccccc3)c3nsnc23)cc1,8.1,.
c1ccc(-n2ncc3c(NCCCN4CCOCC4)ncnc32)cc1,6.6,101.7
O=C(c1ccc(-c2ccc(Cl)cc2)o1)N1CCN(c2ccc([N+](=O)[O-])cc2Cl)CC1,5.7,.
c1ccc(-c2csc(-n3cnnn3)n2)cc1,8.0,97.0
Cc1nnsc1C(=O)Nc1ccccc1Cl,4.8,55.6
O=[N+]([O-])c1ccc(C2Nc3c(cccc3C(F)(F)F)C3C=CCC32)cc1 (stereo not drawn),0.5,.
Cc1ccc(-c2nc3ccccc3s2)cc1NC(=O)c1ccccc1C,.,54.0
CCOc1ccccc1Nc1ccc(C(=O)O)cc1NC(C)=O,5.9,84.1
COc1cc(/C=C(/C#N)C(=O)Nc2cccc(Br)c2)cc(Cl)c1O,1.8,.
Cc1ccc(S(=O)(=O)Nc2ccc(NS(=O)(=O)c3ccc(C)cc3C)cc2)c(C)c1,5.6,.
CCOC(=O)C1=CN(c2ccc(C)cc2)C=C(C(=O)OCC)C1c1ccccc1OC,4.1,.
COCCN1Cc2cccc(C(=O)Nc3cc(C)cc(C)c3)c2C1=O,-5.4,.
O=c1[nH]cnc2scc(-c3ccc(F)cc3)c12,2.8,111.3
CC(=O)c1cc(OC(=O)c2ccncc2)ccc1OC(=O)c1ccncc1,6.3,94.6
O=C(NCCCNC(=O)C(F)(F)C(F)F)C(F)(F)C(F)F,10.5,89.2
COc1ccc2nc(NC(=O)Cc3ccc(Cl)cc3)sc2c1,.,239.5
CC(NC(=O)c1ccco1)c1ccc2c(c1)OCCO2 (stereo not drawn),9.9,72.9
CCc1cc(C(=O)OC)c(NC(=O)CCC(=O)O)s1,0.5,84.6
CN1CCC2(CC1)C1CN(C)CC=C1C(C#N)=C(N)C2(C#N)C#N (stereo not drawn),-9.7,131.4
CCOc1ccc(/C=C2/C(=O)NC(=O)N(c3ccc(C)cc3)C2=O)cc1,-1.1,.
C[C@H](NC(=O)NCc1cccs1)C(=O)O,0.6,93.5
CCOC(=O)c1cnn(-c2ccccc2)c1NC(=O)c1cccs1,5.8,91.0
COC(=O)c1c(N2C(=O)CCC2=O)sc2c1CCCC2,-13.8,92.4
O=C(COc1ccccc1Cl)Nc1ccc(Br)cc1C(=O)O,8.7,.
CCOC(=O)C1=C(O)/C(=C/c2cccc(Br)c2)SC1=Nc1ccc([N+](=O)[O-])cc1,11.3,.
CCCOc1ccc(N2C(=O)CC(N3CCN(C(=O)OCC)CC3)C2=O)cc1 (stereo not drawn),-27.0,.
CCOC(=O)CNC(=O)c1sc2nc(C)cc(C)c2c1N,2.6,107.9
N#CCc1c(C#N)c(N)nc(N2CCN(S(=O)(=O)c3ccccc3)CC2)c1C#N,10.9,.
NC(=O)C1(N2CCCCC2)CCN(C2CC(=O)N(Cc3cccs3)C2=O)CC1 (stereo not drawn),-7.6,60.8
C=CCNc1ncnc2c1cnn2-c1ccc(OC)cc1,3.2,90.8
O=C(CN1C(=O)COc2ccccc21)NCc1ccc(C(=O)O)cc1,0.4,101.7
CCN(CC)C(=O)C1CCN(Cc2cccc(OCc3ccccc3)c2)CC1,-1.8,96.1
CC(C)(C)C(=O)CCN1C(=O)C2(OCCO2)c2ccccc21,2.9,107.7
CCC(=O)Oc1ccc2c(C)c(CC)c(=O)oc2c1,-12.3,.
O=C(NCCCCOc1ccccc1)C(O)(c1ccccc1)c1ccccc1,-5.7,.

Ordered by molecular weight (largest number first): 3 of the compounds above
Molecule,HePTP inhibitor,BAP1 inh
N#CCc1c(C#N)c(N)nc(N2CCN(S(=O)(=O)c3ccccc3)CC2)c1C#N,10.9,.
CC(C)(C)C(=O)CCN1C(=O)C2(OCCO2)c2ccccc21,2.9,107.7
CCC(=O)Oc1ccc2c(C)c(CC)c(=O)oc2c1,-12.3,.

The list goes on:
Molecule,HePTP inhibitor,BAP1 inh
O=C(Nc1cccc(Br)c1)c1cc([N+](=O)[O-])ccc1Cl,25.6,.
N#Cc1ccccc1NC(=O)CSc1nccn1CCc1ccccc1,7.3,82.1
COc1ccc(NC(=O)CCCOc2ccccc2)c(OC)c1,-2.1,.
COc1ccc(NC(=O)c2ccc(S(=O)(=O)N3CCc4ccccc43)cc2)c2ccccc12,.,61.3
CC(=O)c1cccc(NC(=O)c2ccccc2Br)c1,.,194.0
O=C1NC2=C(C(=O)c3ccccc32)C(c2ccccc2)N1 (stereo not drawn),5.8&-3.1,108.3
O=C(CCCNS(=O)(=O)c1cccc2nsnc12)NCc1ccc(Cl)cc1,-6.1,98.6
CCOC(=O)CCP(=O)(CC)CC,9.4,.
CCOc1ccccc1OCCCCN1CCCCC1,-13.0,.
C=CCn1c(O)c(C=NCC2(C)CC(O)CC(C)(C)C2)c(=O)[nH]c1=S (stereo not drawn),-5.6,.
Brc1ccccc1OCCCn1ccnc1,2.6,.
C/C(=N\NC(=O)c1cccc(Br)c1)c1cccnc1,-8.5,.
COc1ccc(CNC(=O)CN(c2ccccc2)S(=O)(=O)c2ccccc2[N+](=O)[O-])cc1,5.4,.
CC(C)N(Cc1nc(-c2ccccc2)no1)C(=O)CN(C)S(=O)(=O)c1ccccc1,8.0,67.0
CCOC(=O)c1c(-c2ccccc2)csc1NC(=O)c1sc2cc(F)ccc2c1Cl,3.8,.
O=C(CCn1nc(-c2ccccc2)ccc1=O)N1CCCC1,7.6,99.9
O=C(CSC1CC(=O)N(c2ccc(F)cc2)C1=O)Nc1ccc2ccccc2c1 (stereo not drawn),-7.5,.
Cc1nc2ccccn2c(=O)c1[N+](=O)[O-],9.0,.
Cc1ccccc1N1C(=O)C(O)=C(C(=O)/C=C/c2ccccc2)C1c1ccc(Br)cc1 (stereo not drawn),-3.9,.
Cc1cc2cc(CNC(=O)Cc3cccs3)ccc2n1C,-5.1,86.0
CN(c1ccc(C(=O)N2CCN(c3ccccc3)CC2)cc1)S(=O)(=O)c1ccccc1,2.0,.
N#C/C(=C\N1CCN(Cc2ccc3c(c2)OCO3)CC1)c1nc2ccccc2s1,5.7,.
CCCCOc1ccc(C(=O)NC(C)c2ccc(OC)cc2)cc1 (stereo not drawn),1.5,.
CCC1S/C(=C(\C#N)C(N)=O)N(c2ccc(F)cc2)C1=O (stereo not drawn),-1.9,91.6
CC(=O)Nc1ccc2nc(NC(=O)c3ccc(S(=O)(=O)N4CC(C)CC(C)C4)cc3)sc2c1 (stereo not drawn),.,127.5
COc1ccc(NC(=O)N(CCCN(C)C)Cc2cc3cc(OC)ccc3[nH]c2=O)cc1,3.1,66.1
O=C(NCCCc1ccccc1)c1cc2ccccc2oc1=O,-26.7,.
Cc1ccccc1NC(=O)c1ccc(N(Cc2ccccc2)S(C)(=O)=O)cc1,.,126.7
CCCOC(=O)c1c(-c2ccccc2Cl)csc1N,-6.8,.
COc1ccc(CCNC(=O)Cn2c(=O)n(Cc3ccco3)c(=O)c3ccc(Cl)cc32)cc1OC,4.7,98.0

As a short view, three of the compounds above.
Molecule,HePTP inhibitor,BAP1 inh
O=C(CCn1nc(-c2ccccc2)ccc1=O)N1CCCC1,7.6,99.9
O=C(CSC1CC(=O)N(c2ccc(F)cc2)C1=O)Nc1ccc2ccccc2c1 (stereo not drawn),-7.5,.
Cc1nc2ccccn2c(=O)c1[N+](=O)[O-],9.0,.

The results go on:
Molecule,HePTP inhibitor,BAP1 inh
O=C(NCCc1ccccc1)C1CCN(S(=O)(=O)c2cccs2)CC1,7.9,131.3
O=C(NCCc1ccccc1)c1c(O)c2cccc3c2n(c1=O)CC3,3.9,70.3
S=c1[nH]nc(COc2ccccc2)n1C1CCCCC1,-11.6&-8.4,97.2
COC(=O)Cc1ccc2c3ccccc3n(C)c2c1,4.4,.
CC(=O)Nc1ccc2nc(NS(=O)(=O)c3ccc(C)cc3)sc2c1,.,87.5
Cc1oc(-c2ccc(Cl)cc2)nc1CN1CCCC(C(=O)NCc2ccco2)C1 (stereo not drawn),-1.8,123.1
C/C(=N/NC(=O)COc1cccc(Cl)c1)c1cccc([N+](=O)[O-])c1,9.8,.
CC(=O)c1ccc(NC(=S)Nc2ccc(F)cc2)cc1,3.5,.
O=C(N/N=C/C(Br)=C/c1ccccc1)c1cc(-c2ccco2)[nH]n1,102.0*,.
CC(C)OC(=O)c1nnc(Cc2ccc(Cl)cc2)o1,-1.7,88.8
CCCCN1CCCCC1C(=O)Nc1c(C)cc(C)cc1C (stereo not drawn),4.9,105.2
c1ccc2c(c1)nc(N1CCCCC1)c1nncn12,4.9,180.1
Cc1noc(/C=C/N(C)C)c1S(=O)(=O)N1CCCC(C(=O)NCc2ccco2)C1 (stereo not drawn),7.2,71.2
CCOc1ccc(NC(=O)CCN2CCN(c3ccccc3)CC2)cc1,5.3,115.2
S=c1[nH]nc(-c2ccccc2Cl)n1CC1CCCO1 (stereo not drawn),-9.6,104.7
CCOC(=O)c1ccc(NC(=O)CSc2nnc(C)n2-c2ccccc2)cc1,11.8,111.0
COC(=O)C1=C(C)NC(C)=C(C(=O)OC)C1c1cc2ccc(C)cc2[nH]c1=O,6.0,93.3

Source: PubChem
